Tb PYK inh: T. brucei pyruvate kinase inhibition. Q57TT1. TbPYK enzyme, Kinase-Glo Plus ATP luminescence, 45 min. Potency, µM (doses to about 76.8 µM), for inactives: top-dose activity, negative = inhibition, usual class: inhibitors. 410,000 compounds, 0.12% hits; active = well fitted inhibition curve with a large enough effect; also: nearly all actives have a fitted effect of over 50% in size
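Screened from lowest to highest concentration, compounds were pinned into TbPYK/substrate mixtures, and ADP (130 uM final) was added. Plates sat at room temperature for 45 min prior to Kinase-Glo Plus detection by luminescence.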
Starred values were filed as active, the others as inactive; [ ] = remark or other dose. % is scaled to controls: 0 for no effect and ±100 for the full control effect; potency is read from the fitted curve at half-maximal effect. An excerpt, so the mix of outcomes need not match the whole.

SMILES	Tb PYK inh
O=C1CCCc2cc(S(=O)(=O)NCC3CCC(C(=O)Nc4ccc(Cl)cc4)CC3)ccc2N1 (stereo not given)	1%
Cc1cc(C)cc(NC(=O)N2CCN(C(=O)c3nsc4ccccc34)CC2)c1	-4%[15.4 µM]
CCC(=O)OC1=CN(Cc2ccccc2)S(=O)(=O)c2ccccc21	-2%
O=C(COc1ccccc1-c1nc(-c2ccccc2)no1)Nc1ccc([N+](=O)[O-])cc1	-3%
COC(=O)c1cc2sccc2n1Cc1ccc(F)cc1	2%
COCCn1c(C)cc(O)c(C(c2ccc(Cl)cc2)N2CCCCC2)c1=O (stereo not given)	-3%
O=C(NCCc1ccccc1)c1cnc2sc(N3CCOCC3)nn2c1=O	-6%
Cc1ccc(NC(=O)C(=O)c2cc(C)n(-c3ccc(F)cc3)c2C)cc1C	0%
CCOc1ccc(S(=O)(=O)N2CCN(c3ccccc3)CC2)cc1C(N)=O	5%
CCc1cccc(NC(=O)C(Cc2ccccc2)NS(=O)(=O)c2ccc3c(c2)c(=O)n(C)c(=O)n3C)c1 (stereo not given)	2%

Structural class: those above containing a halogen.
SMILES	Tb PYK inh
O=C1CCCc2cc(S(=O)(=O)NCC3CCC(C(=O)Nc4ccc(Cl)cc4)CC3)ccc2N1 (stereo not given)	1%
COC(=O)c1cc2sccc2n1Cc1ccc(F)cc1	2%
COCCn1c(C)cc(O)c(C(c2ccc(Cl)cc2)N2CCCCC2)c1=O (stereo not given)	-3%
Cc1ccc(NC(=O)C(=O)c2cc(C)n(-c3ccc(F)cc3)c2C)cc1C	0%

Going on with the list:
SMILES	Tb PYK inh
Cc1nc2ccccc2n1CC(O)COc1ccc(C(=O)O)cc1 (stereo not given)	-4%
COc1ccc(-c2c3c(nc4sc(C(=O)Nc5ccc(Cl)cc5)c(N)c24)CC(C)(C)CC3=O)cc1	-9%
CCOC(=O)c1noc2ncn(CC(=O)Nc3ccc(C)c(F)c3)c(=O)c12	6%
COc1ccccc1CNC(=O)CCCn1c(=O)c2ccccc2n(Cc2ccc(C)cc2)c1=O	-1%
O=C(Nc1cccc(F)c1)N1CC2(CCN(C(=O)c3ccco3)CC2)C1	6%
Cc1ccc(Cl)cc1NC(=O)COC(=O)CC(C)(C)CC1=NS(=O)(=O)c2ccccc2N1	-5%
Cc1cc2nn(-c3ccc(F)cc3)nc2cc1NC(=O)c1cccc([N+](=O)[O-])c1C	-6%
Cc1ccc(Cl)cc1NC(=O)c1cnn2c(C(F)F)cc(-c3ccccc3)nc12	4%
O=C(NCCc1ccc(Cl)cc1)C(=O)NCC(c1cccs1)S(=O)(=O)c1cccs1 (stereo not given)	-7%
CCc1ccc(NC(=O)C2CCN(S(=O)(=O)c3c(C)noc3/C=C/c3cccs3)CC2)cc1	-2%

An excerpt of these results, as labelled records:
Structure: COc1ccc(-c2c3c(nc4sc(C(=O)Nc5ccc(Cl)cc5)c(N)c24)CC(C)(C)CC3=O)cc1
  Tb PYK inh: -9%
Structure: CCc1ccc(NC(=O)C2CCN(S(=O)(=O)c3c(C)noc3/C=C/c3cccs3)CC2)cc1
  Tb PYK inh: -2%

Next compounds follow.
SMILES	Tb PYK inh
CCCN(CCC)C(=O)Cn1c(=O)n(-c2cccc(C(F)(F)F)c2)c(=O)c2c(C)c(C)sc21	7%
CCOC(=O)Cn1nc(-c2ccccc2)c2cnc3ccc(OCC)cc3c21	-1%
CC(C)(C)OC(=O)N1CCC(c2c(C(=O)NCCN3CCC(Cc4ccccc4)CC3)cnn2-c2ccccc2)CC1	-1%[15.4 µM]
O=C(Nc1ccc(Br)cc1F)c1cc(S(=O)(=O)NC2CCCCC2)ccc1F	-1%[15.4 µM]
CCOC(=O)c1ccc(N2C(=O)c3n[nH]c(-c4ccco4)c3C2c2ccc(F)cc2)cc1 (stereo not given)	-1%
CCCSCCCNC(=O)c1ccc2c(c1)nc1n2CCCCC1	-6%
Cc1cccc(OC(=O)c2cc(-c3ccc4c(c3)OCCO4)on2)c1	3%
O=C(Nc1c(C(=O)N2CCN(c3ccccc3F)CC2)oc2ccccc12)c1cccc(F)c1	0%
COc1ccc(C(=O)NC2CC(=O)N(c3ccc4c(c3)OCCO4)C2)cc1 (stereo not given)	-1%
O=C1CC(c2nc3ccccc3[nH]2)CN1c1cccc(Cl)c1 (stereo not given)	-12%
O=C(/C=C/c1cn(CC(O)CN2CCc3ccccc32)c2ccccc12)c1ccc(Br)cc1 (stereo not given)	0%
O=C(CSc1ccnc(=O)[nH]1)NCc1ccc(F)cc1	1%
COc1cc(OC)cc(C(=O)Nc2cc(-c3nc4cccnc4s3)ccc2C)c1	0%
Cc1ccc(-n2ncc3c(N4CCN(Cc5ccccc5)CC4)ncnc32)cc1	-8%
O=C(NCCn1cc(SCc2ccccc2)c2ccccc21)c1cccs1	4%
CCOC(=O)CSc1nc2c(sc3ccccc32)c(=O)n1CCc1ccccc1	2%
Cc1cccc(N2CCN(C(=O)c3ccc4c(Cl)c5c(nc4c3)CCCC5)CC2C)c1 (stereo not given)	-6%
O=C(NCc1ccccc1Cl)c1ccc2c(c1)NC(=O)C(CS(=O)(=O)Cc1ccc(Cl)cc1)N2 (stereo not given)	-2%
O=C(CCCCCn1c(=O)[nH]c2ccccc2c1=O)NCCc1ccccc1	-6%
Cn1cccc1C(=O)N1CCC2(CC1)CCN(C(c1ccccc1)c1ccccc1)CC2	-6%
Cc1ccc(-n2cc(-c3ccccc3)c3c(N4CCCCC4)ncnc32)cc1	3%
COc1ccc(OC)c(NC(=O)Cn2cnc3c(oc4ccccc43)c2=O)c1	0%
Cc1ccc(NC(=O)Cn2c(=O)c(CNc3ccccc3)cc3cc4c(cc32)OCCO4)cc1	-9%
O=C(CN1CCSc2ccccc21)N1CCN(c2cccc(Cl)c2)CC1	5%
CCc1nn2c(=O)c(S(=O)(=O)Nc3ccc(C)c(C)c3)c(C)nc2s1	-5%
O=C(Nc1nnc(S(=O)(=O)N2CCCc3ccccc32)s1)c1ccccc1	-8%
O=C(Cn1cc(S(=O)(=O)Cc2ccccc2Cl)c2ccccc21)NCCc1ccccc1	-1%[15.4 µM]
Cc1cc(C)c(NC(=O)CN2C(=O)CCSc3ccc(S(=O)(=O)N4CCCC4)cc32)c(C)c1	-5%
COc1ccc(-n2nnnc2C2CCN(S(=O)(=O)c3cccc(C(F)(F)F)c3)CC2)cc1	4%
COc1ccc(-c2nnc(SCC(=O)c3ccc(NC(C)=O)cc3)o2)cc1OC	3%

An excerpt from above in order of length of the SMILES, smallest number first:
SMILES	Tb PYK inh
O=C(CN1CCSc2ccccc21)N1CCN(c2cccc(Cl)c2)CC1	5%
Cc1ccc(-n2cc(-c3ccccc3)c3c(N4CCCCC4)ncnc32)cc1	3%
O=C(Cn1cc(S(=O)(=O)Cc2ccccc2Cl)c2ccccc21)NCCc1ccccc1	-1%[15.4 µM]
COc1ccc(-n2nnnc2C2CCN(S(=O)(=O)c3cccc(C(F)(F)F)c3)CC2)cc1	4%
Cc1cc(C)c(NC(=O)CN2C(=O)CCSc3ccc(S(=O)(=O)N4CCCC4)cc32)c(C)c1	-5%

New compounds follow
SMILES	Tb PYK inh
COc1ccc(NC(=O)C(=O)NCCc2ccccc2)cc1OC	5%
Cc1ccc(NC(=O)Cn2c(=O)n(CCCC(=O)NCc3ccc4c(c3)OCO4)c(=O)c3ccccc32)cc1	-1%
COc1ccccc1NC(=O)c1oc2ccccc2c1NC(=O)COc1cccc(C)c1	0%
CC(=O)c1cc2c(cc1NC(=O)c1c(C)nn(-c3ccc(C)cc3)c1-n1cccc1)OCO2	-4%
COC(=O)c1cc2oc3ccccc3c2n1Cc1c(C)cc(C)cc1C	4%
Cc1ccc(OCC(=O)Nc2nnc(SCc3cc(=O)c4ccccc4[nH]3)s2)cc1C	-10%
Cc1nc(-n2nc(C)c(Cc3ccc(Cl)cc3)c2C)sc1C(=O)N1CCC(C)CC1	-7%
CCN(CC)C(=O)c1sc2c(c1C)c(=O)n(CCc1ccccc1)c(=O)n2Cc1cccc(Cl)c1	-3%
CCn1c(=O)c(=O)n(CC)c2cc(N3CCCCC3)c(NC(=O)c3cccc(F)c3)cc21	1%
CCOc1ccc(S(=O)(=O)c2cc3cccc(OCC)c3oc2=O)cc1	-1%
Cc1oc2c(c(C)cc3oc(=O)c(CC(=O)NCCc4ccccc4F)c(C)c32)c1C	-1%
CCCN(CCC)CCCNC(=O)C1CCC(CNS(=O)(=O)c2ccc(NC(C)=O)cc2)CC1 (stereo not given)	2%
Cc1ccc(S(=O)(=O)c2c(Nc3ccccc3)sc(C(=O)c3ccc4c(c3)OCO4)c2N)cc1	0%
Cc1c(Cl)cccc1NC(=O)N1CCN(Cc2cc(=O)n3nc(-c4ccccc4F)sc3n2)CC1	-3%
COCCNc1nc(NCc2ccccc2OC)c2cnn(C)c2n1	6%
O=C(Nc1ccccc1)c1nc[nH]c1C(=O)O	-2%
Cc1cccn2c(Nc3ccccc3)c(-c3ccc(N4CCOCC4)cc3)nc12	1%
Cc1ccc(N2C(=O)CSC23C(=O)N(CC(=O)NCCc2ccccc2)c2ccccc23)cc1C (stereo not given)	1%
CCc1c(C)sc2c1CCN(C(=O)Nc1cc(C)ccc1C)C2c1ccc(OC)cc1 (stereo not given)	9%
CCOc1ccc2nc(N3CCC(C(=O)Nc4c(C)cccc4C)CC3)sc2c1	-4%
N#Cc1ccccc1CN1C(=O)c2ccccc2Sc2ccc(C(=O)OCc3ccco3)cc21	9%
COC(=O)c1sccc1S(=O)(=O)N1CCN(c2ccccc2OC)CC1	6%
O=C(CCc1ccccc1)NCCc1csc(-c2cccc(F)c2)n1	-1%
c1ccc(C(c2ccccc2)N2CCC3(CCNCC3)CC2)cc1	0%
Cc1ccc(C)c(OC(=O)CSc2nnc(-c3ccc4c(c3)OCO4)o2)c1	-1%
CCc1cccc(NC(=O)CSc2ncc3c(n2)-c2cc(Cl)ccc2N(C)S3(=O)=O)c1	0%
Cc1ccccc1CNC(=O)CN1C(=O)C2CCCCN2c2ccc(C(=O)N3CCCC3)cc21 (stereo not given)	1%
O=C1CCCc2cc(S(=O)(=O)N3CCCC(C(=O)NCc4ccccc4)C3)ccc2N1 (stereo not given)	0%
COCCCNC(=O)c1ccc2c(c1)nc1n2CCCCC1	2%
Cc1cc(C)cc(NC(=O)c2cc(S(=O)(=O)NCCC3=CCCCC3)ccc2F)c1	-6%
O=C(Nc1cccc(C(=O)N2CCN(c3cccc(Cl)c3)CC2)c1)c1nsc2ccccc12	-2%
CCOc1ccccc1N(C)C(=O)NCc1noc2ccccc12	4%
Cc1ccc(OCC(=O)Nc2ccc(S(=O)(=O)N(Cc3ccccc3)c3ccccc3)cc2)cc1	1%
Cc1ccc(N(CC(=O)NCc2ccc(Cl)cc2)S(=O)(=O)N(C)C)cc1	-2%
O=C(CSc1nc2c(sc3ccccc32)c(=O)n1CCCC(=O)NC1CCCC1)Nc1ccc(F)cc1	0%
COc1ccc(-c2nc3ccccc3o2)cc1NC(=O)Cc1ccc(Cl)cc1	-2%
COc1ccc(NC(=O)Cn2c(=O)n(CC(=O)NCCc3ccccc3)c(=O)c3ccccc32)cc1	1%
CCOC(=O)c1c(NC(=O)CCCOc2ccccc2C)sc2c1CCC(C)C2 (stereo not given)	0%
O=S(=O)(c1ccc(Cl)cc1)c1nc(-c2ccco2)oc1SCc1ccccc1F	-1%
Cc1ccc2c(c1)Cc1c(nc(-c3ccc(Cl)cc3)nc1SCC(=O)N1CCCCC1)O2	4%
Cc1cc(Nc2cccc(Cl)c2C)n2nc(Cc3ccccc3)nc2n1	-1%
Cc1cccc(CCNC(=O)c2ccc3c(c2)nc2n3CCCCC2)c1	0%
CC(C)(C)c1ccc(-c2nc(SCCCOc3ccccc3)n3[nH]c(=O)cc3n2)cc1	-11%
Cc1ccc(NC(=O)Cn2nc(Cc3ccncc3)c3ccccc3c2=O)c(Cl)c1	2%
Cc1cc(S(=O)(=O)Nc2cc3c(cc2NCc2ccccc2)n(C)c(=O)n3C)ccc1F	-7%
COc1ccc(/C=C/c2nc(C#N)c(N3CCCCC3)o2)cc1OC	2%
Cc1cc2oc(C(=O)N(Cc3ccc(N(C)C)cc3)Cc3ccco3)c(C)c2cc1Cl	-6%
CC(=O)Nc1ccc(Nc2nc3c(S(=O)(=O)c4cc(C)ccc4C)nnn3c3ccsc23)cc1	-2%
Cc1nc2ccc(S(=O)(=O)NC(C(=O)NCc3ccccc3Cl)C(C)C)cc2s1 (stereo not given)	-7%
CN(c1ccccc1)C(CNS(=O)(=O)c1ccccc1)c1ccccc1 (stereo not given)	0%

Continued.
SMILES	Tb PYK inh
COc1ccc(CNC(=O)C2Cc3cc(S(=O)(=O)N4CCCCCC4)ccc3N2C(C)=O)cc1 (stereo not given)	3%
CCOc1ccc(Nc2ncnc3c2c(-c2ccccc2)cn3-c2cccc(C)c2)cc1	6%
CCCOc1ccccc1C(=O)N1CCC(c2nc3ccccc3s2)CC1	-3%
Cc1ccc(S(=O)(=O)c2nc(-c3ccccc3F)oc2NCc2ccccc2)cc1	-7%
COc1ccc(C(=O)NCC(c2ccc3c(c2)OCO3)N2CCOCC2)cc1 (stereo not given)	-5%[15.4 µM]
CCN1CCN(c2ncc3c(n2)CCN(CC(C)C)C3)CC1	3%
COc1ccc(N(C(=O)c2ccccc2)S(=O)(=O)c2ccc3c(c2)n(C)c(=O)n3C)cc1	2%
CCc1ccccc1NC(=O)Cn1nnc(-c2nc(-c3ccc(C)cc3)no2)c1N	4%
Cc1cc(C)cc(NC(=O)CSc2nc(-c3ccccc3)c3cc(F)ccc3n2)c1	-1%
CCc1ccc(NC(=O)CSc2nc3ccccc3nc2Cc2ccccc2OC)cc1	-17%
COc1cccc(C(=O)c2cn(CC(=O)Nc3ccc4c(c3)OCCO4)c3nc(C)ccc3c2=O)c1	3%
Cc1ccc(CN(C(=O)c2ccc([N+](=O)[O-])cc2)c2ccccn2)cc1	0%
CCn1cc(C(=O)OCC(=O)Nc2cc(C)cc(C)c2)c(=O)c2ccc(C)nc21	0%
